uPA generation = blocks generation of uPA at the cell surface | cell surface uPA generation assay, qHTS | Potency, µM (series often up to 38.3 µM), without a hit: at the top dose activity change, negative = inhibition, hits mostly inhibitors | 0.31% of 330,000 active; active = well fitted inhibition curve with a large enough effect; inconclusive = small, poorly fitted or top-dose-only effect; inactive = no such curve, though single readings can be large or run the other way; tested in mouse RAW 264.7 cells; note: % is set by controls: 0 for no effect and ±100 for the full control effect; nearly all actives have a fitted effect of over 55% in size
NPC1 promoter act = activators of NPC1 promoter | Potency, µM (highest dose often 9.22 µM), for inactives: at the top dose activation, actives largely listed as activators | AID 485313 | Huh7 NPC1 promoter luciferase reporter, 24 h | 2.4% of 320,000 active;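 note: % of control where 0% means no effect; nearly all actives have a fitted effect of over 60% in size; reporter is driven by a mutant NPC1 promoter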
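In 1536-well qHTS, Huh7 cells harboring an NPC1 promoter–luciferase construct received compound for 24 h; activation was quantified by luminescence following luciferase reagent addition.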
Rab9 prom act = activators of Rab9 promoter; Huh7 Rab9 promoter-luciferase reporter, luminescence, 24 h; Potency, µM (doses to about 9.22 µM), without a hit: at the top dose activation, negative = inhibition, most hits filed as activators; 2.8% of 320,000 active; AID 485297; note: % of control where 0% means no effect; nearly all actives have a fitted effect of over 60% in size
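Using Huh7 cells stably transfected with Rab9 promoter–luciferase, compounds were incubated 24 h at 37 °C, 5% CO2; luciferase luminescence was read 10 min after reagent addition.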
p53 reactivation = restores transcriptional activity of mutant p53; H1299 p53-A138V BP100-luciferase reporter, luminescence, 24 h; Potency, µM (doses to about 92.2 µM), inactives show top-dose activity change, positive = activation, hits mostly activators; 0.063% of 320,000 active; note: % of control where 0% means no effect; nearly all actives have a fitted effect of over 45% in size
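p53-null H1299 cells stably carrying temperature-sensitive p53-A138V and a BP100-luciferase reporter were pinned with compounds (4-point, 1:5 series) and held 24 hrs at 37 deg C. Luminescence was read 10 min after detection reagent.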
Gal4-VP16 FLuc = counter-screen for ROR gamma inhibitors: Gal4-VP16 reporter | Drosophila S2 Gal4-VP16 UAS-luciferase, luminescence, 20 h | Potency, µM (series often up to 53.6 µM), for the others: at the highest dose activity, negative = inhibition, hits mostly inhibitors | 3.5% of 310,000 active | AID 2546;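 note: Gal4-VP16 expression switched on by copper sulfate through the metallothionein promoter; % is set by controls: 0 for no effect and ±100 for the full control effect; nearly all actives have a fitted effect of over 50% in size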
BRCA1 expr up = increases BRCA1 expression | MCF7-BRCA1-FFLuc reporter, luminescence, 48 h; response scale: scaled: vehicle 0%, 10 µM genistein 100% | Potency, µM (titrated, usually from 46.1 µM), without a hit: at the highest dose activation, usual class: activators | 1.1% of 380,000 active; note: nearly all actives have a fitted effect of over 80% in size; some results filed as inactive show a strong effect at the top dose
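48 h compound treatment of MCF7-BRCA1-FFLuc cells (phenol-red free MEM, 37 °C), then 15 min with luciferase substrate and luminescence imaging.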
CXXC DNA block = MLL CXXC-DNA interaction inhibition; MLL-CXXC / FITC-HOXA9 DNA fluorescence polarization; Potency, µM (highest dose often 115 µM), inactives show at the top dose activity change, negative = inhibition, hits mostly inhibitors; 0.037% of 290,000 active; active = well fitted inhibition curve with a large enough effect in the polarisation, with a control signal flat, not every such curve was filed as active; inconclusive = small, poorly fitted or top-dose-only effect, or effect the other way, or a change in a side signal; inactive = no such curve, though single readings can be large or run the other way; the % refers to the polarisation
Target sequence (Q03164 whole entry, looked up): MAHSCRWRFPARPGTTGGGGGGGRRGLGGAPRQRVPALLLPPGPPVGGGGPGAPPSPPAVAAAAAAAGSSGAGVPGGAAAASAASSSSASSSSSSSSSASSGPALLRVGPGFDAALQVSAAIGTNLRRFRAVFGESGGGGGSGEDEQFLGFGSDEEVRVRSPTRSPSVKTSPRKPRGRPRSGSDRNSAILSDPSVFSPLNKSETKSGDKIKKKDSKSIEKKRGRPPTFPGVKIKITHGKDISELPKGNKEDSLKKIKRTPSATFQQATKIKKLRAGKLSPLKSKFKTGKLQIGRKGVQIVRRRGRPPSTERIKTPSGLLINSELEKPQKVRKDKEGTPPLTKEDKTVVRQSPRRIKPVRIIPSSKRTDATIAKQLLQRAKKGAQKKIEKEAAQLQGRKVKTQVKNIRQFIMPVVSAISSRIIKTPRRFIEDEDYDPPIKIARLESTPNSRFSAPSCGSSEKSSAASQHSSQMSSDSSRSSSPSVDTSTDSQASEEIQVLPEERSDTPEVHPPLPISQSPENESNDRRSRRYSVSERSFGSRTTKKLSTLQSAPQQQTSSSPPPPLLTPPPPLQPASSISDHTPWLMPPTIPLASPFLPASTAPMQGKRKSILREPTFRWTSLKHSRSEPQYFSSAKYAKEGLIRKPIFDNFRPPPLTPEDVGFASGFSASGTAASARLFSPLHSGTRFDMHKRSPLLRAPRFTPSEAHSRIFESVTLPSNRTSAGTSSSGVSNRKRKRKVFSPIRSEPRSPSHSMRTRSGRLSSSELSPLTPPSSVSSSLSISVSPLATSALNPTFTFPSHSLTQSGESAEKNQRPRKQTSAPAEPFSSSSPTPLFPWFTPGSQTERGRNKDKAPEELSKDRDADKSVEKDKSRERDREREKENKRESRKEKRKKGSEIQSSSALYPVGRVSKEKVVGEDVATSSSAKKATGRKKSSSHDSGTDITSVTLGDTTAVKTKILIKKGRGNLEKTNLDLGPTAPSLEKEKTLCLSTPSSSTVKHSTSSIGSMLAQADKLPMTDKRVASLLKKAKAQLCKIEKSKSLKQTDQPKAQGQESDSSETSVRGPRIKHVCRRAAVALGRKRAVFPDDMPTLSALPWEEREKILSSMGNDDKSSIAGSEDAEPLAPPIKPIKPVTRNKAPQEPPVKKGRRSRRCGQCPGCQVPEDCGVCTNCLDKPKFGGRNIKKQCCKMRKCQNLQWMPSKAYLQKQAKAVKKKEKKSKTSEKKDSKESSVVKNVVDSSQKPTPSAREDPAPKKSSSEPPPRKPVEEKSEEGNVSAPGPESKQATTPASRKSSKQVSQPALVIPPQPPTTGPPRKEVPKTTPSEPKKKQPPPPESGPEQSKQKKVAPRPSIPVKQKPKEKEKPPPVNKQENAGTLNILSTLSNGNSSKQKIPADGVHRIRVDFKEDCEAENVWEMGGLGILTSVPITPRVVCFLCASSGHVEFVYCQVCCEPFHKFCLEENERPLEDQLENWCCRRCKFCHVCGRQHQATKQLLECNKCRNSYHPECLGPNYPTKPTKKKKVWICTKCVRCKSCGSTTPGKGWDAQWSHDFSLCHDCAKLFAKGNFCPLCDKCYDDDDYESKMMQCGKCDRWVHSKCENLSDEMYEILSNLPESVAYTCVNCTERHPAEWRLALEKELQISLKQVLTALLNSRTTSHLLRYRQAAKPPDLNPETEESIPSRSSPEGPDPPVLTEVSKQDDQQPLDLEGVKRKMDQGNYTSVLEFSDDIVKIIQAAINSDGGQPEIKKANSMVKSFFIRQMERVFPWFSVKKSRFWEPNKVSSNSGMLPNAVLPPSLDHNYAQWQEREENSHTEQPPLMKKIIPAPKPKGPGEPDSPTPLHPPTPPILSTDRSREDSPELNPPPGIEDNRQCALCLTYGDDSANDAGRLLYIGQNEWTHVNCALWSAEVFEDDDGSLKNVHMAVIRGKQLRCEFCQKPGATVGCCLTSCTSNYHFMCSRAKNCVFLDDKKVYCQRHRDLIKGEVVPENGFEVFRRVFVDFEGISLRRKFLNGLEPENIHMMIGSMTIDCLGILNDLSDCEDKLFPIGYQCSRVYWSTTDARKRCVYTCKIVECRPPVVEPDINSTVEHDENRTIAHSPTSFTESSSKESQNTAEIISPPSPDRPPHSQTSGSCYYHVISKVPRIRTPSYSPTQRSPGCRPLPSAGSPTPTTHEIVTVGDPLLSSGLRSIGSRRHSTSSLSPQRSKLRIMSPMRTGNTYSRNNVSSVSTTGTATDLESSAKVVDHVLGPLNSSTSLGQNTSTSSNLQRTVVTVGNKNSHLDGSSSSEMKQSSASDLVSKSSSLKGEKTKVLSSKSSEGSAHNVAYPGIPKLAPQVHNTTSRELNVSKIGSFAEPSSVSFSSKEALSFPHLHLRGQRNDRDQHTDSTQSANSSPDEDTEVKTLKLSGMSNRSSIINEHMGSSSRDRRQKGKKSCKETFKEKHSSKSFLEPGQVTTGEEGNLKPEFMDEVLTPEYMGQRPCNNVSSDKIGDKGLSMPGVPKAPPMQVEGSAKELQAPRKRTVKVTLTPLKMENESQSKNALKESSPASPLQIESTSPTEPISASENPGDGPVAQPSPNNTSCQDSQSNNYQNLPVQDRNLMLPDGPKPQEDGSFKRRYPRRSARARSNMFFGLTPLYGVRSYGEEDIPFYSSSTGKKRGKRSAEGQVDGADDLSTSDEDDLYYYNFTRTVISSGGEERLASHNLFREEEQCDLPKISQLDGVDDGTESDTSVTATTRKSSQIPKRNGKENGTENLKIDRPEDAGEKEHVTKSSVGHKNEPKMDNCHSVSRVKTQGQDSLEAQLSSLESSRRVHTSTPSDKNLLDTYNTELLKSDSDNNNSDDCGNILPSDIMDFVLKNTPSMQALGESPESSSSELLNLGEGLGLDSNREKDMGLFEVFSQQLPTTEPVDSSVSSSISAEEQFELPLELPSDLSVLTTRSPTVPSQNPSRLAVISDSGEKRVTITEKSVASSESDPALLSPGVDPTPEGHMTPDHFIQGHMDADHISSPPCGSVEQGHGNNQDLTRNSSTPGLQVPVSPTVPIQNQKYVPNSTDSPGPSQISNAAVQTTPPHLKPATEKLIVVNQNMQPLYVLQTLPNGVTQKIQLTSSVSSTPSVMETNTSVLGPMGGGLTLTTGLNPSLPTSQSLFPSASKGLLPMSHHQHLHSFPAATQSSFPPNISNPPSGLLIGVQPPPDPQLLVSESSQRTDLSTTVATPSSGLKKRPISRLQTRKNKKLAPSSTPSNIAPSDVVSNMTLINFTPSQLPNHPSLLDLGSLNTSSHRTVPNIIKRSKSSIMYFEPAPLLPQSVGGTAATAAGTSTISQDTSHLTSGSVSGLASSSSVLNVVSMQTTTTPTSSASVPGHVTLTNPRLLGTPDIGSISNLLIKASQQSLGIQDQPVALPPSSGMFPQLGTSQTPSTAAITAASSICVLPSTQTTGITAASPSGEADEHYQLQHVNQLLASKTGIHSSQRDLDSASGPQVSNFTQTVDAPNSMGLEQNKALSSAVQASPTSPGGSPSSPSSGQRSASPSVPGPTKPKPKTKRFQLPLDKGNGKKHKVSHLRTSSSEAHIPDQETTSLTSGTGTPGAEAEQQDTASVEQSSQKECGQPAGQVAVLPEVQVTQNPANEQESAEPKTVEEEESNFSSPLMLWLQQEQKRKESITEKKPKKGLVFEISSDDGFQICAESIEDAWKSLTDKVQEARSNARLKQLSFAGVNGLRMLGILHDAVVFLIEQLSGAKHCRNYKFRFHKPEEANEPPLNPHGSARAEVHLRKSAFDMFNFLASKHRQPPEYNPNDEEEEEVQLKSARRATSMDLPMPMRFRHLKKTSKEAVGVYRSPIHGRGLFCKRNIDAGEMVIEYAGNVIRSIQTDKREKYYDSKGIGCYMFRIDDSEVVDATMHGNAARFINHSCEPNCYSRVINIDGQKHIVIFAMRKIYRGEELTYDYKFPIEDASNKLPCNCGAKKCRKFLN
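Fluorescence polarization: 7 uM MLL-CXXC (stock) preincubated 5 min with compounds, then 50 nM fluorescein-HOX-A9 DNA (stock) added; 30 min ambient. Buffer 50 mM Tris-HCl pH 7.5, 50 mM NaCl, 1 mM DTT, 0.05% BSA.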
RORgamma inh = blocks mouse ROR gamma transcriptional activity. P51450. Drosophila S2 Gal4-RORgamma UAS-luciferase reporter, 20 h. Potency, µM (top dose mostly 53.6 µM), for the others: at the top dose activity change, negative = inhibition, usual class: inhibitors. 5.4% of 310,000 active; note: % is set by controls: 0 for no effect and ±100 for the full control effect; nearly all actives have a fitted effect of over 60% in size
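Stable Schneider cell line, Gal4 DNA-binding domain fused to ROR gamma, UAS-luciferase. Cmpd 1 hr RT → CuSO4 700 uM final → 20 hr RT → luciferase reagent 10 min → luminescence.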
MBNL1-CUG inh = blocks human MBNL1 binding to CUG repeat RNA; TR-FRET MBNL1-His/biotin-(CUG)12 binding, 665/545 ratio; 0.036% of 280,000 active; Q9NR56; Potency, µM (titrated, usually from 57.5 µM), without a hit: at the highest dose activity change, negative = inhibition, usual class: inhibitors; active = well fitted inhibition curve with a large enough effect in the signal ratio, with a control signal flat, not every such curve was filed as active; inconclusive = small, poorly fitted or top-dose-only effect, or effect the other way, or a change in a side signal; inactive = no such curve, though single readings can be large or run the other way; the % refers to the signal ratio; note: % is set by controls: 0 for no effect and ±100 for the full control effect
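Compounds (final 92 nM to 58 uM) are added to His-tagged MBNL1 and biotin-(CUG)12, then terbium anti-His antibody and streptavidin-XL665 (5 nM final). After 60 min at room temperature, the 665/545 nm ratio is read.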
ELG1 genotoxic = genotoxicity induction in ELG1-luciferase HEK293T cells. HEK293T ELG1-luciferase reporter, luminescence, 16 h. Potency, µM (top dose mostly 46 µM), inactives show at the highest dose activity change, positive = activation, hits mostly activators. 1.3% of 330,000 active. AID 504466; note: % of control where 0% means no effect; nearly all actives have a fitted effect of over 60% in size
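After overnight (16 hr) compound treatment at 37 °C, ELG1-luciferase HEK293T cells were lysed with ONE-Glo; luminescence quantified 30 min later at room temperature.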
FLuc modulator = counter-screen for miR-21 project: firefly luciferase inhibitors or activators; P08659; purified FLuc, Km substrates, luminescence inhibition; Potency, µM (highest dose often 57.5 µM), without a hit: at the highest dose activity change, negative = inhibition, hits mostly inhibitors; 6.9% of 360,000 active;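 note: plate controls were vehicle for no effect and reference inhibitor for full effect; nearly all actives have a fitted effect of over 55% in size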
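Biochemical qHTS of compounds, final roughly 60 µM downward over six points, against 10 nM purified firefly luciferase using Km concentrations of substrates (10 uM D-luciferin, 10 uM ATP) in Tris acetate pH 7.5 buffer; luminescence output.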
Active calls of the source: *; ? = inconclusive; · = no result given; [ ] = remark or other dose. Unless noted, calls come from the whole dose curve; as a rule, active = well fitted curve in the direction sought with a large enough effect; inconclusive = small, poorly fitted or top-dose-only effect, or another doubt; inactive = no such curve, though single readings can be large; an effect the other way counts as inactive or inconclusive. Potency is the fitted concentration of half-maximal effect.

SMILES,Rab9 prom act,p53 reactivation,RORgamma inh,NPC1 promoter act,MBNL1-CUG inh,CXXC DNA block,BRCA1 expr up,Gal4-VP16 FLuc,uPA generation,FLuc modulator,ELG1 genotoxic
Cc1nn(-c2ccccc2)c(C)c1/C=N/NC(=O)c1cccs1,?,?,?,?,-4%,-5%,80%,?,-9%,8.5µM*,?
CCc1c(C)sc(NC(=O)c2ccccc2[N+](=O)[O-])c1C(N)=O,-2%,-1%,30%,2%,?,13%,-21%,-3%,0%,?,1%
COc1ccc(CNC(=O)CN(Cc2ccc(Cl)cc2)S(C)(=O)=O)cc1,2%,-2%,18%,-1%,-1%,11%,2%,0%,-1%,1%,-2%
NC(=O)Cn1nnc(-c2ccc(NC(=O)c3ccc(F)cc3)cc2)n1,?,9%,?,?,-1%,7%,?,4%,2%,?,?
O=C(Nc1cnn(Cc2ccccc2)c1)c1cc2nc(-c3ccco3)cc(C(F)(F)F)n2n1,3%,4%,26%,-4%,2%,7%,0%,12%,11%,1%,7%
COc1ccccc1NC(=O)C(=O)Nc1ccc2c(c1)N(C(=O)C1CC1)CCC2,26%,0%,·,29%,·,·,-15%,·,-5%,-6%,21%
COc1ccc(CNC(=O)C2CC(c3cc(C(F)(F)F)cc(C(F)(F)F)c3)=NO2)cc1 (stereo not drawn),-1%,3%,0%,-2%,-2%,-2%,-19%,0%,-6%,-2%,8%
COc1ccc(/C(N)=N/OC(=O)Cc2cccs2)cc1OC,6%,?,43%,11%,1%,6%,41%,-23%,1%,24µM*,12%
O=C(NCC(c1ccco1)N1CCN(c2ccccc2F)CC1)c1ccc2c(c1)OCO2 (stereo not drawn),1%,-5%,·,1%,·,·,-50%,·,?,3%,-6%
CC(C)(C)C(=O)Nc1nnc(CSCc2ccccc2F)s1,-3%,15%,?,6%,-22%,14%,21%,-2%,1%,?,18%
O=c1nc(-c2ccccc2)cc(-c2ccccc2)[nH]1,-6%,-4%,-1%,0%,15%,-2%,5%,-2%,-4%,-1%,5%
COc1ccc(C(=O)COc2ccc(F)cc2)c(O)c1,?,17%,5%,3.2µM*,0%,32%[activator],11µM*,-3%,-3%,13µM*,?
Cc1ccc(CC(=O)Nc2cccc([N+](=O)[O-])c2)cc1,-17%,1%,?,7%,?,5%,33%,-14%,-2%,2%,-1%
Cc1cccc(-n2cc(-c3ccc([N+](=O)[O-])cc3)[nH]c2=S)c1,?,7%,7.1µM*,?,9%,-2%,27%,4µM*,8%,2%,0%
Cc1ccc(C)c(NC(=O)CCN2CCN(C)CC2)c1,2%,·,14%[1.91 µM],-2%,-3%,0%,-5%,8%,-1%,-1%,0%
Nc1n[nH]c(S(=O)(=O)CCCc2ccccc2)n1,-7%,-7%,1%,-7%,0%,2%,-21%,2%,-3%,0%,0%
CCC(OC(=O)c1nsc(Cl)c1Cl)C(=O)NCc1ccco1 (stereo not drawn),0%,1%,-17%,10%,-3%,4%,23%,3%,-1%,-1%,-5%
O=C1NC(=Nc2ccccc2)c2ccc([N+](=O)[O-])cc21,-6%,-4%,-8%,-2%,·,1%,2%,-1%,-3%,3%,1%
COc1ccc(/C=C(/NC(=O)c2ccccc2)C(=O)N/N=C/c2ccncc2)c(OC)c1,-5%,-8%,4%,-4%,28%,3%,-4%,-2%,1%,1%,3%
Cc1ccc2oc(-c3cccc(NC(=O)C4CCCO4)c3)nc2c1 (stereo not drawn),18%,2%,?,18%,-6%,4%,76%,?,-29%,4.3µM*,21µM*
Cc1nnc(SCC(=O)Nc2ccc(S(=O)(=O)Nc3ccc(Cl)nn3)cc2)s1,-1%,0%,-19%,1%,3%,1%,-7%,-2%,3%,0%,-3%
CCN(CC(=O)Nc1cccc(C#N)c1)CC(=O)Nc1cccc(OC)c1,-6%,-3%,23%,-9%,-4%,3%,-16%,-1%,1%,-2%,0%
Cc1ccc(C2=NN(CCC(=O)NC3CCCC3)C(=O)CC2)cc1,-1%,-5%,-27%,-2%,5%,-3%,4%,-4%,-8%,10%,-1%[9.26 µM]
COc1cc(/C=C2\SC(=Nc3ccc(Cl)c(C(=O)O)c3)NC2=O)c(Br)c(Br)c1O,2%,16%,-17%,-5%,-7%,?,-13%,2%,-1%,?,-4%
COc1ccc(/C(C)=N/NC2=NCCN2)cc1Cl,-9%,-3%,9%,-14%,-9%,13%,-33%,13%,-6%,2%,0%
COc1ccc(C(=O)NC(C)CCc2ccccc2)c(OC)c1 (stereo not drawn),-1%,1%,39%,1%,-7%,-6%,-18%,14%,3%,-1%,3%
O=C(Cc1ccccc1[N+](=O)[O-])OCc1cccc([N+](=O)[O-])c1,6%,3%,-3%,-1%,?,40%,·,11%,·,?,19%
Cc1ccc(-n2nc(C)c3c2OC(N)=C(C#N)C3c2ccco2)cc1 (stereo not drawn),17%,13%,?,2%,19%,-2%,-9%,1%,2%,1.7µM*,8%
COCCCNC(=S)NNC(=O)c1cc(-c2ccncc2)nc2ccccc12,0%,9%,?,-1%,?,3%,3%,?,-3%,8.5µM*,8%
O=C(COC(=O)CN1C(=O)C2CCCCC2C1=O)Nc1ccc(S(=O)(=O)N2CCOCC2)cc1 (stereo not drawn),-3%,-5%,22%,0%,-12%,4%,24%,-2%,1%,0%,1%
CCOc1ccc(CCNC(=O)c2oc3c(c2C)-c2[nH]ncc2CC3)cc1OCC,0%,-2%,19%,-3%,-2%,10%,-17%,-11%,-18%,1%,0%
O=C(CSc1nnc(Nc2ccccc2F)s1)NC1CCCC1,19%,?,·,5%,·,·,12%,·,-5%,?,-4%
CC(=O)c1ccc(NC(=O)C(C)Sc2ccccn2)cc1 (stereo not drawn),13%[1.84 µM],1%,22%,13%,16%,24%,50%,-16%[10 µM],3%,?,?
O=C(Nc1ccc2c(c1)oc1ccccc12)c1ccc(Br)o1,?,?,0%,?,20%,-6%,?,-4%,3%,?,?
Nc1ccc(N=Nc2ccc(N)cc2)cc1,?,8%,-32%,?,?,23%,36%,?,?,7.6µM*,?
CC(Sc1nnc(C2CC2)n1C)C(=O)Nc1ccc(N2CCOCC2)cc1 (stereo not drawn),3%,23%,·,1%,·,·,0%,·,1%,1%,0%
COc1cccc(NC(=O)CSc2nc3c([nH]c4ccccc43)c(=O)n2C)c1,-20%,1%,-20%,-5%,-10%,24%,-70%,-10%,6%,1%,17%
COC(=O)c1ccc(/C=C/c2c(-c3ccc(OC)cc3)oc3ccc(N4CCOCC4)cc23)cc1,-1%,·,4%,-1%,4%,-5%,-9%,-9%,10%,0%,-7%
Cn1c(CCn2ccccc2=O)nc2cc(NC(=O)COc3ccccc3)ccc21,11%,-1%,-4%,12%,-5%,-4%,26%,-8%,-23%,-20%,6%
Cc1nc2cc(F)ccc2n1C1CCN(S(=O)(=O)c2ccccc2)CC1,0%,-7%,35%,1%,-4%,6%,-6%,5%,0%,1%[2.3 µM],-16%
COCCCn1c(=S)[nH]c2sc3c(c2c1=O)CCCS3,11%,3%,1µM*,19%,127%[activator],1%,1%,2.8µM*,-4%,11µM*,-7%
O=C(Cc1cccc2ccccc12)NNC(=O)Nc1ccc(Cl)cc1,5%,11%,19%,14%,1%,-1%,0%,3%,1%,?,5%
CCOC(=O)N1CCN(C(=O)CN(C)S(=O)(=O)c2ccc3c(c2)c(=O)n(C)c(=O)n3C)CC1,1%,1%,-7%,1%,-7%,0%,0%,7%,2%,-2%,0%
COc1ccc(N2CCN(C(CNC(C)=O)c3ccc4c(c3)OCO4)CC2)cc1 (stereo not drawn),-7%,-1%,-45%,4%,-11%,10%,19%,-12%,5%,0%,0%
CCOc1ccc2nc(CN3CCN(Cc4ccccc4OCC)C(CCO)C3)ccc2c1 (stereo not drawn),-2%,·,-10%,-1%,3%,-7%,-23%,14%,-3%,2%,-7%

These rows are one share of the data; rates above refer to the full screens.
